# Bioassay records as filed in PubChem BioAssay.
# RGS4 inh: blocks human RGS4-accelerated GTP hydrolysis. P49798. Transcreener GDP fluorescence polarization, RGS4-accelerated GTP hydrolysis. Potency, µM (highest dose often 114 µM), for inactives: at the top dose activity change, negative = inhibition, actives largely listed as inhibitors. 390,000 tested, 0.039% active; note: potency is the fitted concentration of half-maximal effect; % is set by controls: 0 for no effect and ±100 for the full control effect; nearly all actives have a fitted effect of over 75% in size; some results filed as inactive show a strong effect at the top dose
#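 MLSMR compounds (23 nl, pin-transferred) preincubated 10 min at room temperature with a 500nM (2x) first reagent, then RGS4 at 900nM (2x) plus Transcreener GDP mix added; fluorescence polarization (620/688 nm) read before and after 90 min at 30 °C.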
# POLB inh: DNA polymerase beta (human) inhibition; Pol beta primer extension/strand displacement, fluorescence kinetic; P06746; 340,000 tested, 1.3% active; Potency, µM (series often up to 114 µM), for the others: top-dose activity change, negative = inhibition, usual class: inhibitors; AID 485314; note: potency is the fitted concentration of half-maximal effect; % is set by controls: 0 for no effect and ±100 for the full control effect
#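 Human Pol beta at 10 nM; strand-displacement substrate 50 nM final. Compound exposure 15 min at room temperature before start, reaction 10 min at room temperature.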
# ALOX12 inh: inhibitors of human 12S-lipoxygenase ALOX12; purified 12hLO, xylenol orange hydroperoxide absorbance; AID 1671190; Potency, µM (series often up to 108 µM), without a hit: at the highest dose activity change, negative = inhibition, hits mostly inhibitors; 580,000 tested, 1.1% active; note: potency is the fitted concentration of half-maximal effect; % is set by controls: 0 for no effect and ±100 for the full control effect
#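 Hydroperoxide product was detected by ferrous iron/xylenol orange as the 573 to 405 nm absorbance ratio. Arachidonic acid at 40 uM (final) was turned over for 30 min at room temperature by 150 nM human 12hLO, pH 7.0 Hepes buffer, after 15 min compound preincubation.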
# Pol kappa inh: DNA polymerase kappa (human) inhibition. Q9UBT6. purified Pol kappa, fluorescent DNA synthesis assay, 10 min. Potency, µM (top dose mostly 107 µM), inactives show at the highest dose activity, negative = inhibition, hits mostly inhibitors. 400,000 tested, 0.53% active. AID 588579; note: potency is the fitted concentration of half-maximal effect; % is set by controls: 0 for no effect and ±100 for the full control effect
#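 Pol kappa 10 nM + cpd, 15 min RT; start w/ substrate 50 nM final; fluorescence kinetic read, 0 and 10 min. Neg ctrl: buffer, no enzyme.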
# Apoferritin bind: binds horse apoferritin like a general anesthetic; P02791; apoferritin/1-aminoanthracene competitive binding, fluorescence; Potency, µM (series often up to 77.5 µM), for inactives: top-dose activity change, negative = displacement, most hits filed as inhibitors; 350,000 tested, 0.074% active; AID 485281; note: potency is the fitted concentration of half-maximal effect; % is set by controls: 0 for no effect and ±100 for the full control effect; nearly all actives have a fitted effect of over 20% in size
# Target sequence (P02791 2-175 limits assumed): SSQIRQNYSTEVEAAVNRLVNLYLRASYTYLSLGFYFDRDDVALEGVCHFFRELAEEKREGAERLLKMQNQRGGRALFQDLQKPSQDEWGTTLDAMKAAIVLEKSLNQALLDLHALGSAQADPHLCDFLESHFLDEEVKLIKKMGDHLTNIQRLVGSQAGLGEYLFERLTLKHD
#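 Concentration-response curves derived by four-parameter Hill fitting of normalized fluorescence, where compounds displaced 1-AMA from 10 uM horse apoferritin following a brief 10 min room-temperature incubation; propofol titration acted as positive control.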
# ERG Ets-DNA blk: ERG Ets/DNA interaction inhibition; P11308; fluorescence polarization, His-ERG Ets domain / labelled DNA; Potency, µM (top dose mostly 76.9 µM), for inactives: top-dose FP activity, negative = inhibition, hits mostly inhibitors; 370,000 tested, 0.028% active; active = well fitted inhibition curve with a large enough effect in the polarisation, with a control signal flat; inconclusive = small, poorly fitted or top-dose-only effect, or effect the other way, or a change in a side signal; inactive = no such curve, though single readings can be large or run the other way; the % refers to the polarisation;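 note: polarization taken with two DNA probes labelled with fluorescein and Texas red; potency is the fitted concentration of half-maximal effect; % of control where 0% means no effect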
# Target sequence (P11308 whole entry, looked up, the tested form may be a part): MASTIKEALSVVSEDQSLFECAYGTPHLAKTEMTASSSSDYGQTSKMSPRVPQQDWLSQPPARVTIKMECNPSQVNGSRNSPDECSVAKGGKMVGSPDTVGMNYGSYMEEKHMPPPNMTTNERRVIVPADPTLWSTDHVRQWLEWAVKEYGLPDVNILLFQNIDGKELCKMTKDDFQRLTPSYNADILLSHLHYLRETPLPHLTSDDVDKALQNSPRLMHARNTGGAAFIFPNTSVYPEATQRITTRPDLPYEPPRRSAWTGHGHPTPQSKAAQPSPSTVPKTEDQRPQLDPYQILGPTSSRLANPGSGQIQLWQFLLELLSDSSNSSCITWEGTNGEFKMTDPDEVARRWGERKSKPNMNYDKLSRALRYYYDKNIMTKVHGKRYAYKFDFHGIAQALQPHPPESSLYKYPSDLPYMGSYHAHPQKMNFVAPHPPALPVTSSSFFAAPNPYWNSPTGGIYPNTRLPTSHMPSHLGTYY
#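 His-tagged ERG Ets domain (1 uM in the protein solution; 300mM KCl, 50mM Tris-HCl, 1mM EDTA, 1mM DTT, pH 7.5) received compound, then a probe mix of 5 nM fluorescein-DNA and 100nM Texas-615-DNA. Fluorescence polarization was read for both dyes.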
# APEX1 inh: inhibitors of human APE1 endonuclease | P27695 | recombinant APE1, TAMRA/BHQ-2 abasic DNA cleavage fluorescence | Potency, µM (highest dose often 65.8 µM), inactives show at the top dose activity change, negative = inhibition, usual class: inhibitors | 350,000 tested, 0.35% active;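 note: potency is the fitted concentration of half-maximal effect; plate controls were vehicle for no effect and reference inhibitor for full effect; nearly all actives have a fitted effect of over 55% in size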
# Target sequence (P27695 whole entry, looked up): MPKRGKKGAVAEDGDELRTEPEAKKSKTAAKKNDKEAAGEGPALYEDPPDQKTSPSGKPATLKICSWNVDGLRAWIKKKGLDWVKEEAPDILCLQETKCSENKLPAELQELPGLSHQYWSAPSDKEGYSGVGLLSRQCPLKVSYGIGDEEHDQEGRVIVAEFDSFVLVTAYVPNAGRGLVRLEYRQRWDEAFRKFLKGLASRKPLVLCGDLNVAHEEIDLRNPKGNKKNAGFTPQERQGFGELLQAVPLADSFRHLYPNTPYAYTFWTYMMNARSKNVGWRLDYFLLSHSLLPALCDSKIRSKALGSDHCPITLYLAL
#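 Substrate: short duplex with […] THF abasic site, 5'-TAMRA and 3'-BHQ-2, 50 nM final. APE1 at 0.75 nM, preincubated 15 min RT with compound. Fluorescence increase from first to third read measured activity.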
# LDHA inh: inhibitors of human lactate dehydrogenase A. P00338. purified LDHA, NADH/diaphorase-resazurin fluorescence; active compounds read low. activity change, % (values are at about 110 or 230 µM). 480,000 tested, 0.15% active. AID 1347041; in the data active = activity change below about -30%; inconclusive = mostly about -25% to -30%;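 note: plate controls were DMSO wells for no effect and wells without enzyme for full effect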
#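 Remaining NADH was detected by diaphorase (0.133 mg/mL) converting 37 µM resazurin to fluorescent resorufin, read at 0 and 20 minutes. The preceding 5-minute room-temperature reaction used 2 nM LDHA, 0.2 mM sodium pyruvate and 0.06 mM NADH at pH 7.4.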
# POLH inh: DNA polymerase eta (human) inhibition | Q9Y253 | recombinant Pol eta, fluorescent DNA replication assay | Potency, µM (top dose mostly 114 µM), for inactives: at the top dose activity change, negative = inhibition, usual class: inhibitors | 390,000 tested, 1.2% active; note: potency is the fitted concentration of half-maximal effect; % is set by controls: 0 for no effect and ±100 for the full control effect
#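 Pol eta (10 nM) was preincubated with compounds for 15 min at room temperature, after which fluorescent replication substrate (50 nM final) was added to start the reaction. Fluorescence was read kinetically at 0 and 10 min.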
# * = called active by the depositor; ? = inconclusive; . = not tested or not shown; & = joins results of further samples; ! = a repeat was not active; [ ] = another dose, or the depositor's remark. Unless noted, calls come from the whole dose curve; as a rule, active = well fitted curve in the direction sought with a large enough effect; inconclusive = small, poorly fitted or top-dose-only effect, or another doubt; inactive = no such curve, though single readings can be large; an effect the other way counts as inactive or inconclusive. Not all compounds are listed, so the mix of outcomes need not match the whole.
SMILES,RGS4 inh,POLB inh,ALOX12 inh,Pol kappa inh,Apoferritin bind,ERG Ets-DNA blk,APEX1 inh,LDHA inh,POLH inh
CCN(CC)c1ccc2cc(C#N)c(=O)oc2c1,-45%,4%,18%,2%,2%,1%,-7%,-2,-20%
COc1cccc(C(=O)NCc2ccccc2OC)c1,7%,44%,19%,-11%[60.1 µM],-17%,.,-2%,-3,-11%
COc1cc(C2Nc3cc(C)c(C)cc3NC3=C2C(=O)CC(C)(C)C3)ccc1OC(C)=O (stereo not given),-20%,37%,81%[activator],6%,1%,-5%,5%,3,-1%
Cc1cc(NC2CCCC2)n2nc(C)c(-c3ccccc3)c2n1,7%,8%,0%&0%,?,3%,12%,-19%,0&2,-16%
Cc1ccc(C(=O)Nc2ccon2)cc1S(=O)(=O)N1CCOCC1,6%,4%,26%,1%,-9%,5%,-4%,5,-13%
Cc1ccc([N+](=O)[O-])cc1NC(=O)CN(C)CCOc1ccccc1,8%,9%,?,5%,9%,5%,19%,-10,-14%
CC(C)=CC(=O)Nc1nnc(-c2ccccc2)s1,-17%,-7%,18%,2%,1%,.,0%,-3,5%
O=C(CCSc1ccc(Cl)cc1)NCc1ccccn1,5%,-3%,6%,-22%,-7%,-3%,-5%,0,-21%
COC(=O)c1cn(C(=O)c2cccc(C)c2)c2ccccc12,5%,-10%,-8%&-5%,0%,-22%,2%,-2%,8&-2,-22%
CCn1ccc2cc(S(=O)(=O)N3CCCN(C(=O)Nc4cc(Cl)ccc4C)CC3)ccc21,-13%,-21%,-20%,0%[60.1 µM],0%,-1%,.,-6,-18%
Oc1c(Br)cc(/C=N/n2c(-c3ccccc3)n[nH]c2=S)c(O)c1Br,?,88%,.,40µM*,-3%,-1%,4%,3,10µM*
COc1ccc(-n2ncc(C(=O)NCc3ccco3)c2C2CCN(C(=O)OC(C)(C)C)CC2)cc1,-2%,-18%,-17%,-4%,?,-2%,.,-3,-14%
CCn1c(C(=O)Nc2ccc(C)cc2C)cc2sc(Cl)cc21,8%,0%,?,7%,34%[activator],0%,.,-16,-20%
O=C(Cc1ccccc1)N1CCc2ccccc21,20%,0%,-3%[57.4 µM],1%,8.9µM*,-1%,1%,-6,-5%
Cc1cccc(NC(=O)CSc2nccn2-c2cccc(Cl)c2)c1C,-12%,1%,3%,-5%[60.1 µM],-18%,-7%,.,-9,-16%
Cc1ccc(C)c(C(=O)N2CCC(c3nc4c(nnn4Cc4ccccc4)c(=O)[nH]3)CC2)c1,-23%,-1%,-12%,-7%,-1%,2%,.,-1,.
Cc1ccc(N(C)C(=O)Cn2cc(S(=O)(=O)N3CCCC3)c(S(=O)(=O)N3CCCC3)c2)cc1,-5%,40%,-7%,6%,-1%,1%,.,-11,-16%
COc1cc(NC(=O)CN2C(=O)c3ccccc3S2(=O)=O)cc(OC)c1,12%,.,-9%,-6%,.,-5%,32%,-11,-16%
CC(C)/C=C(/C(=O)c1ccc(Cl)cc1Cl)n1cncn1,12%,35%,?,-8%,-4%,-14%,-10%,-14,3%
Cc1ccc(OCCCNCCO)c(Br)c1,0%,-29%,0%,3%,-14%,-6%,7%,-3,-10%
O=c1c(C(c2ccc(Br)cc2)c2c(O)nc3n(c2=O)CCCS3)c(O)nc2n1CCCS2,-5%,?,0%,?,4%,-2%,0%,-11,-5%
O=C(Nc1c(C(=O)c2ccccc2)oc2ccccc12)c1cc(-c2ccccc2O)n[nH]1,?,19%,2%,-1%,-11%,10%,-1%,0,-17%
O=c1cc(C(F)(F)F)c2sc(N3CCCCC3)nc2[nH]1,-3%,3%,0%,-1%,73%[activator],-3%,5%,-5,-11%
CCOc1ccc(C2CC(c3cccc(OC)c3)Nc3nc(N)nn32)cc1 (stereo not given),7%,-26%,2%[57.4 µM],0%,-4%,5%,-3%,-10,-16%
COCCNc1cc(N2CCN(C3CCCCC3)CC2)c2noc3c2c1C(=O)c1ccccc1-3,-13%,66%,-2%,-6%,-14%,0%,.,17,-10%
CCc1cccc2c(C=C(C#N)C#N)cn(CC(=O)N3CCCC3)c12,-14%,-1%,-13%,4%,1%,-4%,8%,-7,9%
CCS(=O)(=O)c1oc(-c2ccc(F)cc2)nc1S(=O)(=O)c1ccccc1,-48%,-26%,-14%,-20%,-5%,0%,.,-17,.
Cc1ccc(NC(=O)CN(C)Cc2c(O)ccc3ccccc23)cc1,?,-2%,?,2%,-19%,8%,37%,28,-20%
CN(C)c1ccc(C(CNS(=O)(=O)c2ccc3ccccc3c2)c2c[nH]c3ccccc23)cc1 (stereo not given),-4%,15%,?,-15%,-21%,.,-4%,-3,-6%
CCOC(=O)Cc1cc(=O)[nH]c(/N=C(\N)Nc2ccc(OC)cc2)n1,25%,15%,11%,-7%,1%,-5%,-1%,-15,-10%
COc1ccc([C@H]2CC(=O)C=C(c3ccc(NC(C)=O)cc3)C2)cc1OC,-13%,.,?,13%,.,-4%,18%,0,-5%
Fc1ccccc1Cc1noc(CN2CCN(Cc3ccc4c(c3)OCO4)CC2)n1,38%,21%,-1%,-19%,-12%,-12%,3%,-5,-7%
CCOC(=O)c1ccc(NC(=S)N(CCCN2CCCCCC2)Cc2ccco2)cc1,-7%,15%,-10%,-5%,-8%,-7%,5%,4,-20%
CCN(CC)CCCN1C(=O)c2oc3ccccc3c(=O)c2C1c1cc(OC)ccc1OC (stereo not given),-8%,24%,-7%,4%,-18%,2%,17%,0,-8%
Cc1ccc(C(=O)c2cc([N+](=O)[O-])ccc2N2CCCCC2)c(C)c1,14%,17%,-15%,-8%,-19%,-6%,2%,-4,-4%
O=C(CSc1nc(-c2ccccc2)[nH]c1-c1ccccc1)Nc1ccc2c(c1)OCCO2,5%,8%,0%,-4%,2%,2%,.,0,?
CCCCCCc1cc2cc(/C(N)=N/NC(=O)c3ccncc3)c(=O)oc2cc1O,27%,.,-11%,-16%,.,0%,3%,-10,-4%
CCn1cc(-c2cc(C(=O)O)c3ccccc3n2)c(C)n1,-2%,11%,13µM*!,-8%,-5%,-4%,-10%,-11&0,?
Cc1cc(C)cc(NC(=O)C2C3C=CC4(O3)C2C(=O)N(CCCN2CCCC2)C4C(=O)NC2CCCC(C)C2C)c1 (stereo not given),-15%,46%,15%,14%,2%,4%,-14%,-3,-10%
O=C(O)CSCCCC(=O)Nc1ccc(Br)cc1,14%,0%,9%,0%,-6%,-2%,-1%,0,-21%
NC(=O)C1=C[C@@H](c2ccc(C(F)(F)F)cc2)C[C@@H](OCc2ccc(CO)cc2)O1,2%,2%,-10%,-13%,-10%,-6%,4%,-11,-13%
COC(=O)C[C@H]1c2cc(F)ccc2S(=O)(=O)N1c1ccc(N(C)C)cc1,-6%,.,?,-8%&-15%,.,2%,.,7,-3%
CCCC(=O)NC(=S)Nc1cccc(Cl)c1N1CCCCC1,-28%,0%,?,-5%,-12%,0%,-4%,1,-13%
Clc1ccc(OCCOCCN2CCc3ccccc3C2)c(Cl)c1,-13%,1%,?,-14%,-14%,-6%,-5%,0,-24%
CCn1c(=O)n(CC(=O)Nc2cc(OC)ccc2OC)c(=O)c2ccccc21,0%[11.4 µM],-12%,0%,-2%,-18%,-3%,2%,-2,-8%
Cc1cccc(C(=O)N(CC(=O)Nc2sc(C)c(C)c2C(N)=O)C2CCCC2)c1,7%,-22%,-9%,1%,-24%,-8%,40%[12.4 µM],-12,-5%
Clc1nc2c(-c3ccccc3)nnn2c2ccccc12,-7%,-1%,-10%,-12%,-1%,1%,-2%,-10,?
C/C(=C\C(=O)c1ncc(C(F)(F)F)cc1Cl)N(C)C,-15%,3%,52%[activator],9%,-21%,8%,-1%,-1,-17%

# 4 entries from above in a different format:
compound	RGS4 inh	POLB inh	ALOX12 inh	Pol kappa inh	Apoferritin bind	ERG Ets-DNA blk	APEX1 inh	LDHA inh	POLH inh
COC(=O)C[C@H]1c2cc(F)ccc2S(=O)(=O)N1c1ccc(N(C)C)cc1	-6%	.	?	-8%&-15%	.	2%	.	7	-3%
CCCC(=O)NC(=S)Nc1cccc(Cl)c1N1CCCCC1	-28%	0%	?	-5%	-12%	0%	-4%	1	-13%
Clc1ccc(OCCOCCN2CCc3ccccc3C2)c(Cl)c1	-13%	1%	?	-14%	-14%	-6%	-5%	0	-24%
CCn1c(=O)n(CC(=O)Nc2cc(OC)ccc2OC)c(=O)c2ccccc21	0%[11.4 µM]	-12%	0%	-2%	-18%	-3%	2%	-2	-8%

# Further results.
SMILES,RGS4 inh,POLB inh,ALOX12 inh,Pol kappa inh,Apoferritin bind,ERG Ets-DNA blk,APEX1 inh,LDHA inh,POLH inh
COc1cccc(C(C(=O)NC2CCCC2)N(C(=O)c2ccco2)C2CC2)c1OC (stereo not given),12%,-4%,-8%,0%,-9%,-6%,-6%,-1,-15%
O=C(CCc1nnc2ccc(N3CCCCC3)nn12)NCc1ccco1,-12%,3%,9%,2%,-8%,-8%,41%,0,-14%
Cc1nn(Cc2ccc(F)cc2)c2sc(C(=O)Nc3nccs3)cc12,14%,-16%,6%,-20%,-10%,2%,0%,-5,?
CCOC(=O)c1c(NC=O)sc2c1CCC2,-28%,-2%,-1%,-1%,-22%,15%,0%,-1,-24%
Cc1nc2nc(NC(=O)C(C)(C)C)[nH]n2c(=O)c1Cc1ccccc1,-15%,0%,-16%,-2%,3%,-1%,.,2,-14%
